# Assay outcomes deposited in PubChem by Emory University Molecular Libraries Screening Center.
# 14-3-3 PPI: alters human 14-3-3 gamma binding to Raf peptide | hit rate 0.19% among 160,000 | AID 422 | P61981 | inhibition, % at 40 µM | FP, 14-3-3gamma / TMR-pS259-Raf peptide binding; in the data active means inhibition above about 30%;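 further: 0% = protein plus tracer without compound and 100% = blank with tracer alone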
# Target sequence (P61981 whole entry, looked up): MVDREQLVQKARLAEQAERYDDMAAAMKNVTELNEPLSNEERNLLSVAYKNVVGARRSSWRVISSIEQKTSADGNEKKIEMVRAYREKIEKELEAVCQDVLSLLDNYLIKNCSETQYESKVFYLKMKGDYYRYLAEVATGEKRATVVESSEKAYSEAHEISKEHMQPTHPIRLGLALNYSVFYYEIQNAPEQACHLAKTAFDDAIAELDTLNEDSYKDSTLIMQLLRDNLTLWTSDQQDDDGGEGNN
# Active calls of the source: *; & = joins results of further samples.
14-3-3 PPI | Molecule
0.0 | CC1CCCC(NC(=O)CCSCc2ccc(Cl)cc2)C1C (centres undefined)
-3.0 | COc1ccc(CCNC(=O)C2CCN(S(=O)(=O)c3ccc(C)cc3)CC2)cc1OC
-2.1 | O=C(c1cccn2c(=O)c3cc(Cl)ccc3nc12)N1CCN(c2ccc(Cl)cc2)CC1
-19.3 | Nc1cnn(C2OC(CO)C(O)C2O)c(=O)n1 (centres undefined)
10.9 | O=C(NC1CC2CCCC(C1)N2C(=O)N1CCCCC1)C1CCCCC1 (centres undefined)
-5.2 | Cn1c(=O)c2c(nc(CN3CCc4ccccc4C3)n2CCc2ccccc2)n(C)c1=O
-6.0 | CCn1c(SCC(=O)OCc2ccccc2)nnc1-c1ccco1
-13.9 | C=CS(=O)c1sc(Cl)c(N2CCN(c3c(Cl)sc(S(=O)C=C)c3[N+](=O)[O-])CC2)c1[N+](=O)[O-] (centres undefined)
-7.4 | O=C(Nc1ccc(S(=O)(=O)NCc2cccnc2)cc1)c1ccco1
-7.8 | O=C(Cc1ccc([N+](=O)[O-])cc1)N1CCCc2ccccc21
-10.0 | CCOC(=O)c1c(NC(=O)c2ccc(S(=O)(=O)N3CCc4ccccc43)cc2)sc2c1CCC(C)C2 (centres undefined)
4.7 | Cc1cc(C)nc(SCc2nnc(SCC(=O)OC3CCCCC3)o2)n1
0.3 | COc1cc([N+](=O)[O-])ccc1NC1OC(=O)c2ccccc21 (centres undefined)
-1.6 | CCN(CC)S(=O)(=O)c1ccc(C(=O)Nc2ccc(OC)cc2[N+](=O)[O-])cc1
-0.1 | CCc1ccc2[nH]c(=O)c(CN(Cc3nnnn3C3CCCC3)C3CCCCC3)cc2c1
0.1 | COc1ccccc1-c1nnc(N)s1
-10.9 | CCOc1ccc(-n2cnnn2)cc1S(=O)(=O)NCc1ccccc1
-4.3 | O=C(NCc1cccnc1)c1cnc2sccn2c1=O
-3.2 | CCCN(CCC)CCNS(=O)(=O)c1ccc2c(c1)oc(=O)n2C
5.6&-16.5 | CCC(Oc1ccc2c(c1)C(=O)CC(C)(C)O2)C(=O)NCCN1CCCCCC1 (centres undefined)
-7.6 | Cc1cc(-n2[nH]c(C)c(C)c2=O)nc(-c2ccccc2O)n1
-7.0 | CCN(C(=O)Cc1c[nH]c2ccccc12)C1(C(=O)Nc2cccc(C)c2)CCCCC1
-14.7 | CCOC(=O)C1=C(N)OC2=C(C(=O)CC(c3ccccc3)C2)C1c1ccsc1 (centres undefined)
3.6 | CC(C)(C)NC(=O)Cn1c(SCC(=O)N2CCCCCC2)nc2ccccc21
-2.5&-0.6 | CCCc1nnc(NC(=O)C(C)N2C(=O)C3C4C=CC(C4)C3C2=O)s1 (centres undefined)
-3.5 | CCOC(=O)C(=O)NCC1COc2ccccc2O1 (centres undefined)
-0.9 | Brc1ccc(-c2nnc3n2CCCCC3)cc1
11.6 | Cc1ccc2cc3cc(C(=O)Nc4ccc(C(C)C)cc4)oc3nc2c1
-14.6 | NC(=O)CSc1nc(-c2ccccc2)nc2c1CCCC2
-1.7 | Nn1c(SCC(=O)NC2CCCCC2)nnc1-c1ccc(Cl)cc1
-1.7 | Cc1ccc(NC(=O)Cn2cnc3ccccc3c2=O)cc1
2.6 | COc1ccc(OC)c2[nH]c(=O)c(CCNC(=O)c3ccccc3I)cc12
-11.8 | CSc1cccc(NC(=O)C2C3C=CC4(O3)C2C(=O)N(CC2COc3ccccc3O2)C4C(=O)NC2CCCCC2)c1 (centres undefined)
3.9 | O=C(NCC1CCCO1)c1ccc2c(=O)n(Cc3ccc4c(c3)OCO4)c(=S)[nH]c2c1 (centres undefined)
-2.6 | CCOc1ccccc1NC(=O)c1cc(Cl)ccc1NC(=O)c1ccco1
-4.1 | CCOc1ccc(C(=O)Nc2c3c(nn2-c2ccc(OC)cc2)CS(=O)(=O)C3)cc1
-166.8&-124.4 | Cc1ccc(CCNC(=O)c2coc3nc4ccccc4nc23)cc1
-7.0 | CCOCCn1c(SCC(=O)O)nc2c1c(=O)[nH]c(=O)n2C
2.5 | COC(=O)Nc1ccc(S(=O)(=O)N2CCCCCC2)cc1
-2.2 | CCN(CC)C(=O)Cc1c(C(=O)O)[nH]c2ccccc12

# The last 4 entries of the section before lead into the next:
14-3-3 PPI | Molecule
-166.8&-124.4 | Cc1ccc(CCNC(=O)c2coc3nc4ccccc4nc23)cc1
-7.0 | CCOCCn1c(SCC(=O)O)nc2c1c(=O)[nH]c(=O)n2C
2.5 | COC(=O)Nc1ccc(S(=O)(=O)N2CCCCCC2)cc1
-2.2 | CCN(CC)C(=O)Cc1c(C(=O)O)[nH]c2ccccc12
5.5&-2.6 | CCN(CC)S(=O)(=O)N1CCC(C(=O)NCCN2CCOCC2)CC1
-1.0 | CCOc1cc2c(cc1OCC)C(c1ccccc1)OC(=O)C2 (centres undefined)
2.2 | Cc1ccc(-n2c(SCc3cc(=O)n4cc(Cl)ccc4n3)nc3ccsc3c2=O)cc1C
2.5&-0.7 | O=C(CCC1CCCCC1)Nc1c2c(nn1-c1ccc(F)cc1)CS(=O)(=O)C2
0.0 | CCN(CC)CCN1C(=O)C(=O)/C(=C(/O)c2ccc(Cl)cc2)C1c1ccc(F)cc1 (centres undefined)
-5.3 | CC(=O)Nc1cc(C(=O)N2CCN(c3ccccc3)CC2)ccc1Sc1ccc(F)cc1
-2.3 | C=CCN1C(=O)C(CC(=O)O)SC1=Nc1ccc(C)cc1 (centres undefined)
-15.0 | CC(C)[C@@H]1N[C@]2(C(=O)Nc3ccccc32)[C@@H]2C(=O)N(c3cccc(C(F)(F)F)c3)C(=O)[C@@H]21
-7.7 | CC1CCN(S(=O)(=O)c2ccc3[nH]c(=O)cc(C(=O)NC4CCCC4)c3c2)CC1
-3.0 | Cn1c(CC(=O)Nc2ccc(F)cc2)c(Sc2ccccc2)c2ccccc21
-5.7 | COc1ccc(C2C(C(N)=O)=C(C)Nc3nc(-c4ccccc4OC)nn32)cc1OC (centres undefined)
-6.3 | COc1ccc(OC)c(NC(=O)CSc2ccccc2)c1
-4.4 | COc1ccc(S(=O)(=O)N2CCc3ccccc3C2C(=O)O)cc1 (centres undefined)
2.6 | Cc1ccc(NC(=O)c2c(C)nc3sc(C(N)=O)c(N)c3c2-c2ccco2)c(C)c1
-90.8 | Cn1cc(C(C=Cc2ccc([N+](=O)[O-])o2)c2cn(C)c3ccccc23)c2ccccc21
-3.3 | COc1cccc(C2NC(C(=O)O)C3C(=O)N(c4cccc(C(=O)O)c4)C(=O)C23)c1O (centres undefined)
-12.7 | O=C(Nc1nnc(CCc2ccccc2)s1)c1cccc(NC(=O)C(F)(F)F)c1
4.2 | N#CCOc1nc(N2CCOCC2)nc(N2CCOCC2)n1
0.0 | Cc1ccc(-n2nc3c(c2NC(=O)c2ccccc2Cl)CS(=O)C3)cc1 (centres undefined)
-2.2 | CCN1C(=O)CSc2ccc(C(=O)NCc3cccs3)cc21
-2.4&-4.1 | CC(C)c1nc2n[nH]c(N)c2c2c1CCCC2
-9.1 | Oc1ccc(-c2[nH]ncc2-c2ccc(Cl)cc2)c(O)c1
5.7 | COc1cc(OC)c(C2NC(=S)NC(C)=C2C(N)=O)cc1Br (centres undefined)
-10.1 | NC(=O)c1cc(S(=O)(=O)Nc2ccc(Cl)cc2)co1
-51.2 | O=C(CSc1c2c(nc3ccccc13)CCC2)Nc1nc2ccccc2s1
-4.3 | CC(=O)Oc1ccc(-c2nc3ccc(C)cc3s2)cc1
-9.5 | Cc1ccc(CSc2nc3c(c(=O)n2-c2ccc([N+](=O)[O-])cc2)SCC3)cc1
5.1 | Cc1ccc(C2C3C(=O)N(C)C(=O)C3ON2c2ccccc2)cc1 (centres undefined)
-5.2 | CC1(C)CC(=O)C2=C(C1)N(c1ccccc1C#N)C(N)=C(C#N)C2c1cccs1 (centres undefined)
-6.7 | Cn1c(=O)c2cc(S(=O)(=O)N3CCOCC3)ccc2n(C)c1=O
-4.2 | O=C1c2ccc([N+](=O)[O-])cc2C(=O)N1CO
2.6 | O=C(O)C1C2C=CC3(CN(CCc4ccccc4)C(=O)C13)O2 (centres undefined)
-6.2 | COc1ccc(N2CCN(C(=O)Cn3cnc4sc(C)c(S(=O)(=O)N5CCOCC5)c4c3=O)CC2)cc1
3.2 | COc1ccc(OC)c(C2/C(=C(\O)c3ccc(OC)c(Cl)c3)C(=O)C(=O)N2CCN(C)C)c1 (centres undefined)
-3.3 | CN(C1CCCCC1)S(=O)(=O)c1ccc2[nH]c(=O)cc(C(=O)NCc3ccc(F)cc3)c2c1
-0.6 | CCCCOCCCNC(=O)Cc1cccs1
-0.7 | CC(C)(C)C(=O)Nc1c2c(nn1-c1cccc(Cl)c1)CS(=O)(=O)C2
-2.1 | Cc1c(C(=O)Nc2ccccc2C(F)(F)F)cccc1[N+](=O)[O-]
-3.1 | CC1(C)CNC(=O)c2sc(N3CCCCC3)nc2C1
-2.6 | CCOC(=O)c1cnc2cc(-c3ccc(OC)cc3)nn2c1-c1ccccc1
-7.6 | COc1ccc(S(=O)(=O)N2CCSC2c2ccc(OC)c(OC)c2)cc1 (centres undefined)
-5.4 | COc1cc(C(=O)Nc2ccc(Cl)cc2[N+](=O)[O-])cc(OC)c1OC
-6.0 | CC(=O)NCCc1ccc(S(=O)(=O)N2CCOCC2)cc1
0.1 | CCCc1cc(C(=O)Nc2cccnc2)no1
-3.1 | CCCC(=O)OCCCC(C)=O
11.1 | CCc1ccc(CCC(=O)Nc2nnc(C)s2)o1
0.0 | COc1ccccc1C1(CCN=Cc2ccccc2O)CCOC(C)(C)C1 (centres undefined)
0.0&0.0 | O=c1c2cccnc2[nH]c(=S)n1CCCN1CCN(c2ccccc2F)CC1
-7.2 | COC(=O)C1C(=O)C2=C(CC1C)NC(C)=C(C(=O)OC1CCCC1)C2c1cccc(F)c1 (centres undefined)
-11.8 | N#Cc1c(N)nc(SCC(N)=O)c(C#N)c1-c1ccc(Br)cc1
-7.6 | O=C(CN1C(=O)c2cccc([N+](=O)[O-])c2C1=O)Oc1ccc2ccccc2c1
-10.0 | CCCCCOc1ccc(C(=O)NC(CCC)C(=O)O)cc1 (centres undefined)
-2.0 | CCC(=O)Nc1ccc(NC(=O)Cc2ccccc2)cn1
5.8 | O=C(CSCc1ccc(Cl)cc1)NC1CCCCC1
-1.8 | Cc1cc(Nc2cccc(F)c2)nc(-c2ccccc2O)n1
-80.6 | COc1cc2ccccc2cc1C(=O)Nc1nc2ccc3nc(SC)sc3c2s1
0.2 | O=C(CC1(O)C(=O)Nc2ccccc21)C1CC2C=CC1C2 (centres undefined)
-1.1 | N#CC(C(N)=O)=C1CCC2(CC1)OCCCCO2
-10.0&5.5 | O=C(NCc1ccc(F)cc1)C1C2C=CC3(CN(Cc4cccnc4)C(=O)C13)O2 (centres undefined)
-15.0 | CCOc1cc(-c2nc(-c3ccc(C)nc3OCC)no2)cc(OCC)c1OCC

# Continuation:
14-3-3 PPI | Molecule
-3.0 | COC(=O)c1c(NC(=O)C2C(C=C(Cl)Cl)C2(C)C)sc2c1CCCC2 (centres undefined)
-2.0 | O=C1c2ccccc2C(=O)N1c1ccc(-c2nc3ccccc3o2)cc1
-9.8 | C=CCNS(=O)(=O)c1cc(OC)ccc1OC
-80.4 | Cc1sc2ccccc2[n+]1CCO
-3.2 | O=C(COc1ccc(Cl)cc1)NCCCn1ccnc1
-3.7 | CCN(CC)CCCNC(=O)Cn1c(C)cc2ccccc2c1=O
-1.9 | COC(=O)c1ccc(CSc2nc(-c3cccs3)nc3c2c(=O)n(C)c(=O)n3C)o1
-9.4 | c1ccc2c(CNn3cnnc3)cccc2c1
-3.1 | Cc1ccccc1CN1C(=O)CSc2ccc(C(=O)NC3CCCc4ccccc43)cc21 (centres undefined)
-20.7 | CCOC(=O)C(C)Oc1ccc2cc(-c3nc4ccccc4s3)c(=O)oc2c1 (centres undefined)
-0.1 | C=CCOC(=O)C1=C(C)NC(C)=C(C(=O)OCC=C)C1c1ccc(I)cc1
7.5 | CCCN1CCN(S(=O)(=O)c2cc(Br)c(Br)s2)CC1
-2.8 | Clc1ccc(Nc2c(-c3ccsc3)nc3ncccn23)cc1
-7.9 | COc1cccc(N2CCN(C(=O)c3ccc4c(c3)[nH]c(=S)n3c5ccccc5nc43)CC2)c1
-10.4 | c1ccc(-c2cc3ccsc3o2)cc1
-8.8 | CCCNC(=O)c1ccc2c(c1)ncn2-c1cc(C)cc(C)c1
-24.2 | O=C(CN1CCCN(S(=O)(=O)c2ccc(Br)cc2)CC1)c1ccc2c(c1)OCO2
-10.8 | COc1ccccc1CC(=O)NCC1COc2ccccc2O1 (centres undefined)
0.6 | CCOCCN(C(=O)COC)c1cccc(OC)c1
-7.7 | O=C(NC1CCCC1)c1cc2n(n1)C(C(F)(F)F)CC(c1ccco1)N2 (centres undefined)

# Molecules from the list above that have a tert-butyl group (2):
14-3-3 PPI | Molecule
3.6 | CC(C)(C)NC(=O)Cn1c(SCC(=O)N2CCCCCC2)nc2ccccc21
-0.7 | CC(C)(C)C(=O)Nc1c2c(nn1-c1cccc(Cl)c1)CS(=O)(=O)C2

# Continued.
14-3-3 PPI | Molecule
-6.8 | OC(CNCc1ccco1)COc1ccccc1 (centres undefined)
-10.6 | CC(C)(C)C(=O)Nc1ccc(C(=O)OC2CCCCC2)cc1
-1.2 | O=C(O)CCN1C(=O)c2ccc(NC(=O)c3ccco3)cc2C1=O
-3.1 | Cc1cc(NC(=O)c2cccc(S(=O)(=O)N3CCCC3)c2)no1
-1.1 | Cc1ccc2cc3cc(C(=O)NC(C)C)sc3nc2c1
-12.5 | Cc1ccc(CNC(=O)CCCn2c(=O)[nH]c3ccsc3c2=O)cc1
-11.2 | Cc1ccc(Nc2cc(Cl)c3nonc3c2[N+](=O)[O-])cc1C
-4.1 | Cc1cc(Br)cc(C)c1NC(=O)C(c1ccccc1)c1ccccc1
-2.0 | CCOC(=O)C1=C(c2ccccc2)Nc2ncnn2C1c1ccc(OCc2ccccc2)cc1 (centres undefined)

# 4 entries out of the list, ordered by count of non-hydrogen atoms, ascending:
14-3-3 PPI | Molecule
-1.1 | Cc1ccc2cc3cc(C(=O)NC(C)C)sc3nc2c1
-10.6 | CC(C)(C)C(=O)Nc1ccc(C(=O)OC2CCCCC2)cc1
-4.1 | Cc1cc(Br)cc(C)c1NC(=O)C(c1ccccc1)c1ccccc1
-2.0 | CCOC(=O)C1=C(c2ccccc2)Nc2ncnn2C1c1ccc(OCc2ccccc2)cc1 (centres undefined)

# Not all compounds are listed; count on the stated rates, not on these rows.
